Bioassay records as filed in PubChem.
NTMT1 inh – NTMT1 methyltransferase inhibition; Q9BV86; NTMT1 MTase-Glo SAH luminescence, purified enzyme; Potency, µM (titrated, usually from 114 µM), for inactives: at the highest dose activity change, negative = inhibition, actives largely listed as inhibitors; 59,000 tested, 2.5% active; AID 1645870;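 also: potency is read from the fitted curve at half-maximal effect; plate controls were DMSO vehicle for no effect and no enzyme for full effect; nearly all actives have a fitted effect of over 65% in size; many of its hits are not listed in these tables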
Target sequence (Q9BV86 whole entry, looked up): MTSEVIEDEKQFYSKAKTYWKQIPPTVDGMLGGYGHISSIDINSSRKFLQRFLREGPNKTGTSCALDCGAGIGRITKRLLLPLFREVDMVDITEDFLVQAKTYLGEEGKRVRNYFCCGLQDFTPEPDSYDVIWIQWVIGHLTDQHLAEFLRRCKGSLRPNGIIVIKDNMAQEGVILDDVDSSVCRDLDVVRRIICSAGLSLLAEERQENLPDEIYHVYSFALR
p53null 32C tox – selectivity test: cytotoxicity in p53 null cells, permissive temperature | H1299-neo p53 null cells, ATP luminescence, 24 h, 32C | Potency, µM (series often up to 46.1 µM), inactives show at the highest dose activity change, negative = cytotoxicity, actives largely listed as cytotoxic | 55,000 tested, 0.62% active | AID 903;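 also: potency is read from the fitted curve at half-maximal effect; 0% = DMSO only and -100% = full killing by 100 µM tamoxifen; nearly all actives have a fitted effect of over 55% in size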
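H1299-neo (p53-null) cells, 600/well, were pre-incubated overnight at 37C, then exposed to compounds at up to 46 uM for 24 hr at 32C. Viability was measured as ATP content by luminescence, and AC50 values came from Hill fits.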
B2AR arrestin ag – beta-arrestin recruitment by human beta2-adrenergic receptor ligands; Potency, µM (doses to about 46.1 µM), without a hit: top-dose activation, actives largely listed as activators; AID 1347077; HTLA Tango cells, beta-arrestin recruitment, luciferase luminescence, 18 h; 44,000 tested, under 10 active;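 also: potency is read from the fitted curve at half-maximal effect; 0% = DMSO and full agonism = EC100 isoproterenol or metaproterenol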
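Tango cells expressing recombinant beta2-AR and beta-arrestin were treated with compounds (up to 46 microM titration) in DMEM with 1% FBS for 18 hr at 37 degrees C. Beta-arrestin recruitment drove tTA-dependent luciferase, read by luminescence; curves were fitted and classed.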
FH mod – Identification of activators of human fumarate hydratase by quantitative high-throughput screening; FH coupled MDH/diaphorase resazurin fluorescence, 15 min; Potency, µM (highest dose often 79.9 µM), for inactives: at the highest dose activity change, negative = inhibition, usual class: inhibitors; 54,000 tested, 0.22% active; AID 1347055, 2019; also: potency is read from the fitted curve at half-maximal effect; % is scaled to controls: 0 for no effect and ±100 for the full control effect; the screen sought activators but most active calls are inhibition curves; nearly all actives have a fitted effect of over 45% in size
p53null 39C tox – p53 null cell cytotoxicity, nonpermissive temperature. H1299 p53-null (neo) cells, 39C, ATPlite viability, 24 h. Potency, µM (titrated, usually from 46.1 µM), for inactives: at the highest dose activity, negative = cell killing, hits mostly cytotoxic. 55,000 tested, 0.97% active. AID 904;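 also: potency is read from the fitted curve at half-maximal effect; 0% = DMSO only and -100% = full killing by 100 µM tamoxifen; nearly all actives have a fitted effect of over 50% in size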
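Luminescent ATP signal reported cell survival after H1299 lines (neo, p53 null; or p53 A138V) received up to 46 uM compound and 24 hr incubation at 39C.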
GALK inh – inhibitors of human galactokinase (GALK) | P51570 | recombinant GALK, Kinase-Glo ATP luminescence, 1 h | Potency, µM (highest dose often 57.5 µM), for inactives: at the top dose activity, negative = inhibition, actives largely listed as inhibitors | 44,000 tested, under 10 active | AID 1347072;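 also: plate controls were full GALK reaction for no effect and reaction lacking GALK for full effect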
Target sequence (P51570 whole entry, looked up): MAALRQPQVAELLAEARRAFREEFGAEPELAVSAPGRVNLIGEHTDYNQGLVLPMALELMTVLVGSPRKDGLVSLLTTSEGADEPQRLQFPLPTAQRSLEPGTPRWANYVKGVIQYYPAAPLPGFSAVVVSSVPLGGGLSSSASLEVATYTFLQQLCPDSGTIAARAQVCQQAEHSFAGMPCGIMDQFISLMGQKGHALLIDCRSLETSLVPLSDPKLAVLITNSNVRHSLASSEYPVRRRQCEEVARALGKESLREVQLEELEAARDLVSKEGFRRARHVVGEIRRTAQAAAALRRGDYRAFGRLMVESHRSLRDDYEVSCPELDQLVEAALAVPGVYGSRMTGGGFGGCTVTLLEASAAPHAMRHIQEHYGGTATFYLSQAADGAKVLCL
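Luminescent ATP-depletion readout (Kinase-Glo Plus) after 1 h room-temperature incubation of human GALK (5 nM) with galactose 100 µM and ATP 35 µM, pH 8.0 HEPES/Mg2+ buffer; compounds tested in qHTS format.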
PTAP-TSG101 blk – blocks PTAP binding to human TSG101, validation; Q99816; Fluorescence polarization, FITC-PTAP peptide/Tsg101, 20 min; Potency, µM (top dose mostly 115 µM), for inactives: at the top dose activity change, negative = inhibition, usual class: inhibitors; 44,000 tested, under 10 active; AID 1347069; also: potency is read from the fitted curve at half-maximal effect; 0% is about no effect
Target sequence (Q99816 whole entry, looked up): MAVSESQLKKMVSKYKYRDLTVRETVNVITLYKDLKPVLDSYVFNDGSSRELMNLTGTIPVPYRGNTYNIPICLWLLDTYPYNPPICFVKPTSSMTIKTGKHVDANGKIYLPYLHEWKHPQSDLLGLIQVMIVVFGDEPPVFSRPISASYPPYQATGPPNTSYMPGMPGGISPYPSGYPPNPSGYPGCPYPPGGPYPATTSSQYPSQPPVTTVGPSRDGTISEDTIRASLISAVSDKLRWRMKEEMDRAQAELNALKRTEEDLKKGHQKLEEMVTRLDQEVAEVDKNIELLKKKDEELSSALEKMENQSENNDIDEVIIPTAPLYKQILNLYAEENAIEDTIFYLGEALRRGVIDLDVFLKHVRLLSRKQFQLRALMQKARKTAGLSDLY
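Fluorescence polarization binding of Tsg101 binding domain (10 uM final) to FITC-labeled PTAP-motif peptide (50 nM final) in HEPES pH 7.5/NaCl/Tween 20/EDTA/TCEP buffer; 20 min at r.t. Actives by curve class, <25 µM, efficacy <60% inhibition.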
Starred values were filed as active, the others as inactive; ? = inconclusive; · = no result given; [ ] = dose if it differs, or a comment. Calls follow the shape of the dose curve; as a rule, active = well fitted curve in the direction sought with a large enough effect; inconclusive = small, poorly fitted or top-dose-only effect, or another doubt; inactive = no such curve, though single readings can be large; an effect the other way counts as inactive or inconclusive. The list is partial; the hit share may differ from the screen's.

nr	canonical_smiles	NTMT1 inh	p53null 32C tox	B2AR arrestin ag	FH mod	p53null 39C tox	GALK inh	PTAP-TSG101 blk
1	COc1ccc2c(c1)C=C(C(=O)NCc1cc(Br)ccc1OC)CO2	-3%	12%	2%	-18%	39%[activator]	-2%	-1%
2	Cc1cc(C)cc(NC(=O)Nc2cccs2)c1	?	?	1%	-28%	-24%	6%	-2%
3	Cc1ccc(-n2c(SCC(N)=O)nc3c(oc4ccccc43)c2=O)cc1	-3%	8%	-1%	-25%	-13%	-1%	-1%
4	COc1ccc2c(Sc3ccc(C)cc3)c(C(=O)NC(C)c3ccccc3)[nH]c2c1 (configuration not stated)	8%	25%	-2%	-25%	18%	3%	1%
5	Cc1ccc(NC(=O)C2CCCN(c3nnc(-n4c(C)ccc4C)s3)C2)cc1Cl (configuration not stated)	-3%	13%	-4%	?	-2%	-1%	2%
6	CCc1noc(-c2ccc(N3CCCCC3C)c([N+](=O)[O-])c2)n1 (configuration not stated)	-13%	-27%	-3%	-16%	-27%	2%	0%
7	CC(=O)c1cc(-c2ccccc2)n(CCC(=O)Nc2cc(C)cc(C)c2)c1C	2%	23%	-1%	-19%	5%	0%	-1%
8	CCn1cc2nc(SCc3ccc(F)cc3)n(Cc3ccc(Cl)cc3)c(=O)c2n1	-4%	-9%	0%	?	?	2%	-4%
9	CCn1nc(C)c2c(-c3ccccc3)cc(=O)n(C(C)C(=O)NCCc3ccccc3)c21 (configuration not stated)	?	10%	0%	-17%	9%	2%	0%
10	CCOC(=O)c1ccc(NC(=O)CC2C(=O)N(c3ccccc3)C(=O)N2Cc2ccc(C)cc2)cc1 (configuration not stated)	11%	8%	1%	-21%	12%	8%	0%
11	O=C(CSc1nnc(-c2cccc(Cl)c2)o1)N1CCc2ccccc21	-3%	-8%	-2%	2%	7%	-8%	2%
12	O=C(Cn1cc(SCc2cccc(Cl)c2)c2ccccc21)N1CCCCCC1	-7%	15%	-1%	-22%	7%	3%	-1%
13	CCOc1ccc(NC(=O)NCCCN2CCN(c3ccc(OC)cc3)CC2)cc1	-9%	-3%	-2%	-13%	-3%	3%	-2%
14	Cc1ccc(N2CC(NC(=O)c3ccc(S(=O)(=O)N4CCCC4)cc3)CC2=O)cc1 (configuration not stated)	12%	2%	0%	-3%	0%	-5%	-3%
15	Cc1ccccc1S(=O)Cc1ccc(C(=O)NCc2ccccc2Cl)o1 (configuration not stated)	9%	2%	0%	-4%	0%	0%	-6%
16	COc1ccc(S(=O)(=O)c2c(Nc3ccc(C)cc3)sc(C(=O)c3ccc4c(c3)OCO4)c2N)cc1	-22%	10%	0%	3%	-14%	-4%	2%
17	Cc1ccc(Cn2cc(S(=O)(=O)c3ccccc3)c(=O)c3cc(F)c(N4CCOCC4)cc32)cc1	-20%	-1%	0%	-15%	-6%	0%	-1%
18	CCCc1cc(=O)[nH]c(Nc2cccc(Cl)c2Cl)n1	·	-6%	0%	·	-16%	3%	-1%
19	CC1CCN(C(=O)Cn2c(=O)n(CCCCCC(=O)NCc3ccccc3Cl)c(=O)c3sccc32)CC1	-7%	3%	0%	-24%	-20%	8%	-4%
20	CCCCOC(=O)/C(C#N)=C/c1ccc(-c2cccc(C(F)(F)F)c2)o1	3%	-1%	0%	-20%	21%	0%	8%
21	CCOC(=O)C1CCCN(S(=O)(=O)c2cc3c(cc2C)NC(=O)CO3)C1 (configuration not stated)	-1%	-6%	0%	-5%	?	1%	-5%
22	COc1ccc(N2CCN(C(=O)c3cc4c(=O)n(Cc5ccco5)ccc4nc3C)CC2)cc1	·	-6%	0%	·	-2%	-2%	-8%
23	COCC(=O)NCc1nc2cccnc2n1Cc1ccc(F)cc1	-2%	-8%	0%	-19%	32%[activator]	3%	-3%
24	COc1ccc(N2CCN(C(=O)c3cc4c(s3)-c3c(C)cccc3OC4)CC2)cc1	22%	-4%	0%	-9%	20%	-3%	-5%
25	O=C(CCCc1ccccc1)NC1CC(=O)N(c2ccc(F)cc2)C1 (configuration not stated)	7%	-5%	-1%	2%	5%	-3%	1%
26	O=C(CSCc1ccc(F)cc1)N1CCc2c([nH]c3ccccc23)C1c1ccccc1 (configuration not stated)	8%	5%	0%	-20%	16%	2%	-2%
27	Cc1ccc(N2CCN(C(=O)c3cc(S(=O)(=O)N4CCCCC4)c[nH]3)CC2)c(C)c1	1%	-1%	0%	-10%	5%	-4%	3%
28	CCC(=O)Nc1sc2c(c1C(=O)Nc1ccccc1C)CCC(C)C2 (configuration not stated)	-6%	-2%	-1%	-19%	-5%	-1%	-4%
29	Cc1ccc(OCCCCn2c(CCNC(=O)C(C)(C)C)nc3ccccc32)cc1	-11%	13%	0%	-19%	17%	?	-8%
30	CCn1nnc2cc(C(=O)Nc3cccc(C(F)(F)F)c3)ccc21	1%	-13%	2%	-1%	-12%	2%	-3%
31	CCCOc1ccc(C2=NC(c3ccc(F)cc3)=Nc3ccc(OC)cc3N2)cc1	7%	-16%	0%	-22%	-13%	3%	-1%
32	Cc1ccn2c(Nc3ccc(C(C)C)cc3)c(-c3cccnc3)nc2c1	0%	34%[activator]	-2%	-17%	21%	0%	-1%
33	CCC(Sc1nc2ncccc2[nH]1)C(=O)Nc1ccccc1F (configuration not stated)	5%	-6%	0%	-20%	-28%	0%	-1%
34	Cc1cccc(-c2noc(CNC(=O)c3ccccc3Br)n2)c1	1%	-2%	-1%	-5%	2%	9%	-9%
35	Nc1c(-c2nc(-c3cccs3)no2)nnn1-c1cccc(F)c1	7%	-11%	1%	-9%	-3%	-1%	-6%
36	Cc1ccc(-c2nnc(Nc3ccc(OCC(N)=O)cc3)c3ccccc23)cc1S(=O)(=O)N(C)C	·	22%	0%	·	-6%	1%	0%
37	CC(C)Oc1ccc(CNC(=O)CN2C(=O)CCc3cc(S(=O)(=O)N4CCCCC4)ccc32)cc1	?	0%	-1%	6%	-4%	-1%	0%
38	COc1ccc(C(C(=O)NCc2ccccc2)N(C(=O)Cn2nnc3ccccc32)c2ccc(F)cc2)cc1 (configuration not stated)	-5%	-4%	-1%	6%	-20%	-11%	-2%
39	O=C(c1ccc2c(c1)N(Cc1ccc(Cl)cc1)C(=O)c1ccccc1S2(=O)=O)N1CCN(Cc2ccccc2)CC1	4%	1%	1%	-17%	-9%	1%	-4%
40	CCCCCn1c(=N)n(CC(O)COc2cccc(C)c2)c2ccccc21 (configuration not stated)	-12%	?	0%	2%	?	4%	3%
41	Cc1ccc(-c2nnc3ccccc3c2C(=O)Nc2ccccc2F)cc1	-7%	-7%	1%	6%	-19%	1%	0%
42	COc1cccc(-n2cc(C(=O)OCc3ccc(F)c(F)c3)c3ccccc3c2=O)c1	8%	?	-2%	-6%	-15%	2%	2%
43	Cc1ccc(CS(=O)(=O)c2ncc(Cl)c(C(=O)Nc3nc4ccc(C)cc4s3)n2)cc1	12%	-20%	-3%	9%	-14%	1%	-5%
44	Brc1cccc(-c2nn(-c3ccccc3)c3c2cnc2cc4c(cc23)OCO4)c1	10%	3%	0%	0%	5%	7%	-1%
45	COc1ccc(NC(=O)c2sc3nc4c(cc3c2N)CN(Cc2ccccc2)CC4)cc1OC	?	0%	-2%	-5%	-14%	-2%	1%
46	Cc1ccc(NC(=O)CSc2nc(-c3ccc(F)cc3)nc3c2Cc2c(CO)cnc(C)c2O3)cc1C	15%	-7%	-1%	4%	?	1%	-1%
47	CCOC(=O)c1c(C)oc2ccc(N(C(=O)c3ccncc3)S(=O)(=O)c3ccc(Br)cc3)cc12	8%	35%[activator]	0%	-21%	26%	5%	1%
48	Cc1ccc(N2CCN(C(=O)CCc3c(C)nc4c(c3C)c(=O)n(C)c(=O)n4C)CC2)c(C)c1	?	1%	-2%	1%	-9%	0%	-9%
49	O=C1CC(c2ccccc2)Sc2nc(-c3ccc(F)cc3)nn21 (configuration not stated)	13%	8%	-1%	-5%	-8%	0%	-10%
50	CC(C)N(Cc1ccccc1)S(=O)(=O)c1ccc(-c2cc(C(F)(F)F)on2)s1	-8%	-1%	-1%	-21%	-9%	2%	-3%
51	Cc1ccccc1OCC(=O)Nc1ccc2nc(SCC(=O)N3CCc4ccccc43)sc2c1	7%	-9%	-1%	-2%	-6%	0%	-1%
52	Cc1ccc(Cl)cc1N1CCN(C(=O)c2cn(C3CCCCC3)c(=O)c3c2c2ccccc2n3C)CC1	2%	16%	1%	?	-4%	-9%	0%
53	CC(C)CCNC(=O)c1ccc2c(c1)N(Cc1ccccc1F)C(=O)c1ccccc1S2=O (configuration not stated)	6%	1%	0%	-19%	8%	8%	-4%
54	CCOC(=O)c1cccc(NC(=O)c2cc3c(Cl)nc4ccc(C)cc4c3s2)c1	3%	1%	0%	-12%	-6%	0%	-1%
55	CC1=C(c2ccc(C)c(C)c2)S(=O)(=O)N(Cc2ccc(C(=O)NCc3cccc(C)c3)cc2)C1=O	10%	2%	1%	-16%	-7%	-3%	0%
56	COc1cc(Cl)c(C)cc1NC(=O)CCc1nc2cccnc2n1-c1ccccc1	?	-7%	-2%	-10%	-9%	4%	-2%
57	Cc1cccc(N2CCN(C(=O)c3ccc(CS(=O)c4cccc(Cl)c4)o3)CC2)c1C (configuration not stated)	-13%	-21%	-1%	?	?	2%	3%
58	CCC(C)n1c(=O)c2sccc2n2c(CCCC(=O)Nc3ccc(F)cc3)nnc12 (configuration not stated)	9%	-5%	0%	-3%	-17%	?	-1%
59	CCc1nnc(NC(=O)CSc2nc3c([nH]c4ccccc43)c(=O)n2-c2ccc(C)cc2)s1	5%	-11%	0%	-1%	-3%	0%	-6%
60	CCN(c1ccccc1)S(=O)(=O)c1ccc(NC(=O)c2cc(=O)c3cc(C)ccc3o2)cc1	?	-3%	11%	-20%	-12%	3%	-2%
61	COc1ccc(C(CNC(=O)COc2cc(C)c(Cl)c(C)c2)N2CCCCC2)cc1 (configuration not stated)	?	0%	-1%	-9%	-25%	-1%	-1%
62	COc1ccccc1NC(=O)CCn1cnc2onc(-c3ccc(F)cc3)c2c1=O	3%	8%	1%	-16%	-7%	-5%	-7%
63	Cc1ccc(/C=C/c2onc(C)c2S(=O)(=O)N2CCC(C(=O)Nc3cccc(C#N)c3)CC2)cc1	-2%	12%	0%	-14%	-4%	0%	-2%

One compound at a time, as listed above:
Entry for `CCC(C)n1c(=O)c2sccc2n2c(CCCC(=O)Nc3ccc(F)cc3)nnc12` (configuration not stated) : NTMT1 inh = 9%; p53null 32C tox = -5%; B2AR arrestin ag = 0%; FH mod = -3%; p53null 39C tox = -17%; GALK inh = ?; PTAP-TSG101 blk = -1%
Entry for `Cc1ccc(Cl)cc1N1CCN(C(=O)c2cn(C3CCCCC3)c(=O)c3c2c2ccccc2n3C)CC1` : NTMT1 inh = 2%; p53null 32C tox = 16%; B2AR arrestin ag = 1%; FH mod = ?; p53null 39C tox = -4%; GALK inh = -9%; PTAP-TSG101 blk = 0%
